UBC9 SUMO inh: inhibitors of in vitro SUMOylation cascade, primary screen, biochemical, HTRF, uHTS; HTRF SUMOylation assay, SAE1/SAE2 + UBC9; inhibition, % at 35 µM; 0.36% of 290,000 active; SUMO-conjugating enzyme UBC9 (Homo sapiens), P63279; in the data active = inhibition above about 50%, passing the limit was not always enough; note: strong numbers were not always called active
Target sequence (P63279 whole entry, looked up): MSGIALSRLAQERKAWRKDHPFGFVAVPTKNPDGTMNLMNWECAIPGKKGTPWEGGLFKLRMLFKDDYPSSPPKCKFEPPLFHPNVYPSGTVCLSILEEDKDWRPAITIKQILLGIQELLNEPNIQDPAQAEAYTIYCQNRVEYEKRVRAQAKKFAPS
pCIP destab: p/CIP-EGFP fusion destabilizers, primary screen, fluorescence, F442A cells | 0.01% of 290,000 active | 16 h | AID 1984, 2009 | Q05BA5 | decrease of EGFP signal, % at 10 µM;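 active = EGFP signal decrease of at least 30% at 10 µM or well 3 SD below plate mean, unless failing retest; inactive = the rest, including hits failing retest or dose response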; note: some compounds called inactive have numbers as strong as hits; many of its hits are not listed in these tables
MEKK3 PB1 HTS: modulators of MEKK3-MEK5 PB1 binding, primary screen, biochemical, wildtype MEKK3, multiplex bead flow cytometry, Alexa488-MEK5 | Mitogen-activated protein kinase kinase kinase 3 (Homo sapiens), Q99759 | 1.4% of 290,000 active | bead-based flow cytometry, Alexa488-MEK5 binding to MEKK3; actives lie on both sides; 0 = blocked by unlabeled MEK5, 100 = vehicle | AID 1529, 2009 | binding response (% of control), % at 10 µM;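 active = binding response more than 3 SD above or below the average of its plate-row segment, actives on both sides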;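 note: Alexa488 bead fluorescence after subtracting the streptavidin-only scavenger bead signal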
Target sequence (Q99759 whole entry, looked up): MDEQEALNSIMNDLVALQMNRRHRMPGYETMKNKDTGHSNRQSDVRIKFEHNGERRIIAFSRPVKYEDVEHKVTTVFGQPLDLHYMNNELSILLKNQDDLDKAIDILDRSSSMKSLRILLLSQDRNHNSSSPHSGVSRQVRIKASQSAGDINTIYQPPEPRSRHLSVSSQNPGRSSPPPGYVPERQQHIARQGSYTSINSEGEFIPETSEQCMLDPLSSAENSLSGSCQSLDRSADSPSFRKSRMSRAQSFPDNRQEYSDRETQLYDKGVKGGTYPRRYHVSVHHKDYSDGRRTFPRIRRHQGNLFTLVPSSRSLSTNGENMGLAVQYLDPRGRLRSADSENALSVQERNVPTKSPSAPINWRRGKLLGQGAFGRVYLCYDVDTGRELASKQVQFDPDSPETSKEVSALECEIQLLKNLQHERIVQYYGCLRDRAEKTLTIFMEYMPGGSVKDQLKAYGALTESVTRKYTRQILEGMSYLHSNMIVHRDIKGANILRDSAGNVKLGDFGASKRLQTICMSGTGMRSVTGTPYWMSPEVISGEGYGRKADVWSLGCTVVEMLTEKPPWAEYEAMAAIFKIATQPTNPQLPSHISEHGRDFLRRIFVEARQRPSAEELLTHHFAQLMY
NALP1 inh: NALP1 inflammasome inhibitors in reconstituted yeast, colorimetric, S. cerevisiae, triplicate retest. 0.61% of 280,000 active. S. cerevisiae NALP1/ASC/caspase-1 growth, X-gal OD620, 72 h. inhibition, % at 10 µM; in the data active = inhibition mostly above about 24%, no sharp cut-off; inactive = mostly below about 32%; note: some compounds called inactive have numbers as strong as hits
PfM18AAP inh: PfM18AAP inhibitors, malaria aminopeptidase, primary screen, biochemical, QFRET, recombinant enzyme. H-Glu-NHMec fluorogenic cleavage. inhibition, % at 7.35 µM. 1.2% of 290,000 active;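 active = inhibition above the campaign mean inhibition over all tested compounds plus 3 SD, cut at about 28% in these data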;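 note: 0% = plate median of test compound wells and 100% = 2 mM ZnCl2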
IDE act: human IDE activators in live cells, primary screen, fluorescence polarization, HEK cells, FAbeta-B substrate | Insulin-degrading enzyme (Homo sapiens), P14735 | 0.073% of 340,000 active | AID 493087, 2011 | FAbeta-B cleavage; 0% vehicle, 100% cell-free pure enzyme wells | activation, % at 5.96 µM;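 active = activation above the mean of all tested compounds plus 3 SD, set per screening campaign, cut at about 17% in these data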
MEKK2wt PB1 HTS: modulators of MEK5 binding to wildtype MEKK2, primary screen, biochemical, multiplex bead flow cytometry, Alexa488-MEK5 | Mitogen-activated protein kinase kinase kinase 2 (Homo sapiens), Q9Y2U5 | Alexa488-MEK5 binding to MEKK2 WT; actives lie on both sides | binding response (% of control), % at 10 µM | 1.1% of 290,000 active | AID 1531, 2009; in the data active = binding response below about 67% or above about 130%
IDE inh: human IDE inhibitors in live cells, primary screen, fluorescence polarization, HEK cells, FAbetaB substrate; FAbetaB cleavage; Insulin-degrading enzyme (Homo sapiens), P14735; 0.41% of 320,000 active; inhibition, % at 5.59 µM;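 active = percent inhibition above the average of all tested compounds plus 3 SD, set per screening campaign, cut at about 16% in these data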;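 note: IDE supplied by intact live HEK cells; FP after avidin binding of uncleaved biotin substrate so inhibition keeps polarization high; 0% = DMSO wells and 100% = 60 µM reference IDE inhibitor Ii1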
MEKK2mut PB1 HTS: MEK5 binding signal on mutant MEKK2 PB1, primary screen, biochemical, multiplex bead flow cytometry, Alexa488-MEK5. Alexa488-MEK5 binding to MEKK2 mutant. percent response, % at 10 µM. 0.35% of 290,000 active; in the data active = percent response above about 24%, passing the limit was not always enough; note: inactives centre near 1; some results filed as inactive read as strong as hits; reference of the scale not given here
Numbers without * were called inactive; x = no result given. A portion of the library; the hit share may differ from the screen's.

SMILES	UBC9 SUMO inh	pCIP destab	MEKK3 PB1 HTS	NALP1 inh	PfM18AAP inh	IDE act	MEKK2wt PB1 HTS	IDE inh	MEKK2mut PB1 HTS
CC(C)=CC(=O)Nc1ccccc1C(N)=O	5	12	99	15	3	4	97	5	-1
CSCCC(=O)N1CCCC(CNC(=O)c2ccc(-c3ccccc3)cc2)C1 (stereo not drawn)	14	-16	104	17	-1	-8	98	10	0
COCc1ccc(CN2CCCC(C(=O)Nc3ccc(-c4cccc(OC)c4)cc3)C2)o1 (stereo not drawn)	-25	14	104	11	0	-3	115	6	6
COc1ccc(CCN2CC(C(=O)NC3CCOCC3)CCC2=O)cc1 (stereo not drawn)	-2	-16	96	0	-2	1	93	1	0
CN1CCN(C(=O)CSc2nc3c(c(=O)n(C)c(=O)n3C)n2C)CC1	6	-6	99	56	-5	-4	101	-4	0
CC(=O)Nc1ccc2c(c1)nc1n2CCSC1	16	-1	103	-2	-7	-2	98	2	4
COc1cccc2sc(N(CCCN(C)C)C(=O)c3ccc(S(=O)(=O)N4CCc5ccccc5C4)cc3)nc12	10	0	107	14	4	4	192*	3	38*
CCCc1c(NC(=O)Nc2ccc(F)cc2)cnn1-c1ccc(Cl)cc1	18	-4	101	12	1	3	98	-4	5
CCOC(=O)N(C)OC(=O)Nc1ccc(Cl)c(Cl)c1	14	-8	96	-6	-2	2	96	7	-4
CC(=O)N1CCN(Cc2nc3cc(NC(=O)Nc4ccccc4)ccc3n2C)CC1	10	-4	103	-12	4	1	106	4	8
COc1ccc(/C=C2/SC(=S)NC2=O)cc1OCc1ccccc1	26	4	100	-10	6	0	95	0	1
CCC(C(=O)Nc1cccc(C(=O)O)c1)c1ccccc1 (stereo not drawn)	-1	5	89	-4	-2	3	95	1	-7
Cc1ccc2nc(-c3ccc(NS(=O)(=O)c4ccc(F)c(F)c4)cc3)sc2c1	10	-13	99	23	2	0	103	-1	-1
COc1cc2nc(CN(C)Cc3ccc(C(C)(C)C)cc3)[nH]c(=O)c2cc1OC	-16	4	102	5	3	3	95	-5	-6
O=C(COC(=O)c1c(Cl)cccc1Cl)NCC1CCCO1 (stereo not drawn)	-19	5	72	-3	13	6	67	-2	-18
O=C(NCc1cccc(C(F)(F)F)c1)c1ccc2c(c1)OCO2	-4	2	100	-18	0	5	98	x	4
CCOC(=O)C(C)n1cnc2scc(-c3ccc(C)cc3)c2c1=O (stereo not drawn)	6	-6	95	4	3	0	102	-2	4
COc1cccc(C(=O)NNc2c3ccccc3nc3ccccc23)c1	7	10	103	25	5	3	104	-24	1
CCC(=O)Nc1sc(Cc2ccc3c(c2)OCO3)c(C)c1C(N)=O	-32	15	91	x	22	-1	96	0	-12
c1ccc(-c2ccccc2-c2nc(-c3cccnc3)no2)cc1	-13	4	93	-5	-1	2	91	6	-1
CCc1ccc(-n2c(SCc3cc(=O)n4cc(Br)ccc4n3)nc3[nH]ncc3c2=O)cc1	-15	-7	103	-5	4	-3	94	0	-1
COc1ccc(CCNC(=O)CS(=O)Cc2nc(-c3cccs3)oc2C)cc1OC (stereo not drawn)	-8	2	93	1	5	12	88	4	-2
CCOc1cc(/C=C/C(=O)O)ccc1OCCO	12	-3	71	-12	-5	1	66	0	-14
CCn1c(C)nc([N+](=O)[O-])c1C(=O)O	-10	2	105	20	-7	8	101	0	1
COc1ccc(CCN(C(=O)C(F)(F)F)C(C(=O)NC2CCCC2)c2cccs2)cc1 (stereo not drawn)	20	6	97	21	2	3	95	-2	-1
COc1cccc(NC(=O)c2sc(NC(=O)c3ccncc3)nc2C)c1	-14	4	100	x	-1	8	103	5	-3
CCOC(=O)C(Cc1ccc(NC(=O)/C(=C/c2ccccc2)NC(=O)c2ccccc2)cc1)N1C(=O)c2ccccc2C1=O (stereo not drawn)	13	-13	103	20	2	-1	101	-2	3
CC(C)(C)S(=O)(=O)c1cnc(N2CCCC2)nc1N	-12	-16	99	-26	3	1	100	2	4
COC(=O)c1ccccc1NC(=S)NC(=O)COc1ccccc1	4	-12	103	30	12	1	101	-8	-4
CC1(C)CC(=O)C(CCC(=O)c2ccccc2)C(C)(C)N1 (stereo not drawn)	-14	9	102	-5	-1	-2	103	-9	-1

The list goes on; the last 7 above are carried over.
SMILES	UBC9 SUMO inh	pCIP destab	MEKK3 PB1 HTS	NALP1 inh	PfM18AAP inh	IDE act	MEKK2wt PB1 HTS	IDE inh	MEKK2mut PB1 HTS
CCn1c(C)nc([N+](=O)[O-])c1C(=O)O	-10	2	105	20	-7	8	101	0	1
COc1ccc(CCN(C(=O)C(F)(F)F)C(C(=O)NC2CCCC2)c2cccs2)cc1 (stereo not drawn)	20	6	97	21	2	3	95	-2	-1
COc1cccc(NC(=O)c2sc(NC(=O)c3ccncc3)nc2C)c1	-14	4	100	x	-1	8	103	5	-3
CCOC(=O)C(Cc1ccc(NC(=O)/C(=C/c2ccccc2)NC(=O)c2ccccc2)cc1)N1C(=O)c2ccccc2C1=O (stereo not drawn)	13	-13	103	20	2	-1	101	-2	3
CC(C)(C)S(=O)(=O)c1cnc(N2CCCC2)nc1N	-12	-16	99	-26	3	1	100	2	4
COC(=O)c1ccccc1NC(=S)NC(=O)COc1ccccc1	4	-12	103	30	12	1	101	-8	-4
CC1(C)CC(=O)C(CCC(=O)c2ccccc2)C(C)(C)N1 (stereo not drawn)	-14	9	102	-5	-1	-2	103	-9	-1
COCCN(C(=S)Nc1ccccc1C)C(C)c1cccnc1 (stereo not drawn)	-4	-7	101	17	-8	5	100	0	-1
Cc1cc(C)n(CC(=O)N/N=C/c2ccco2)n1	22	-8	99	-3	3	7	100	5	4
O=C(CN1CCN(c2ccccn2)CC1)Nc1ccc(Oc2ccccc2)cc1	-8	5	95	-6	-4	0	94	2	-8
CCOC(=O)N1CCN(C(=O)c2noc3c2COc2ccccc2-3)CC1	16	6	98	0	-5	4	96	1	-1
CCc1ccc[n+](-c2[nH]c(=O)sc2/C=N/N=C(\N)[O-])c1	-3	-2	117	x	6	0	111	7	12
COc1ccccc1C(=O)N/C(=C/c1ccc(Br)cc1)C(=O)NCC(=O)O	19	-14	105	12	3	-5	105	1	5
COC(=O)N/N=C/c1c(C)cc(C)cc1C	3	-9	103	30	-2	0	104	5	-1
CCCCC(=O)Nc1nnc(-c2ccco2)o1	25	8	104	-18	-2	6	103	4	-5
Nc1ccccc1SSc1ccccc1N	2	-2	94	2	14	-18	89	11	2
CCOc1cc(C(=O)NC(=S)Nc2ccc(Cl)c(C(=O)O)c2)cc(OCC)c1OCC	6	1	105	-3	5	4	104	-4	5
NC(=O)C(=O)N/N=C/c1cccc(C(F)(F)F)c1	4	3	93	-2	-2	5	93	-5	-4
CC1=C(C(=O)Nc2ccccc2C(=O)NCCCOC(C)C)SCCO1	10	2	97	28	-6	3	103	1	1
COC(=O)C1=C(N)Oc2cc(C)n(CCCn3ccnc3)c(=O)c2C1c1ccc(Cl)cc1 (stereo not drawn)	-6	-1	107	3	11	-1	107	2	3
COc1ccc(O)c(C(=O)CC(=O)c2ccccc2C)c1	-2	-8	100	10	6	6	105	1	2
CCc1nnc(NC(=O)c2ccc(COc3ccccc3)o2)s1	7	-1	98	-5	-3	4	94	-1	-1
COc1ccc(S(=O)(=O)Nc2ccc(NC(C)=O)cc2)cc1	3	-5	100	2	-6	-9	101	-5	1
N/C(=N\OC(=O)C1CCCCC1)c1ccncc1	15	-4	97	1	1	3	94	2	-11
CC(C)(CSc1ccccn1)NS(=O)(=O)c1ccc(Cl)cc1	18	-20	94	-17	2	0	95	2	-3
O=C(COC(=O)C1CC(O)CN1S(=O)(=O)c1ccc(Cl)cc1)c1cccc(Cl)c1 (stereo not drawn)	-5	-3	94	39	0	5	94	-2	-2
COc1ccc(C)cc1S(=O)(=O)N1CCCC(C(=O)NCC2CCCO2)C1 (stereo not drawn)	-7	10	95	8	2	3	98	3	-2
CCC(CO)n1c(=S)[nH]c2cc(OC)c(OC)cc2c1=O (stereo not drawn)	9	-11	69	-6	0	0	65	10	-14
Cc1nn(CCc2nn[nH]n2)c2nc(-c3ccc(C4CCCCC4)cc3)cc(C(F)(F)F)c12	8	-6	112	4	0	-1	85	-2	-10
CCCNC(=O)NC(=O)COc1ccc(-c2ccc(C#N)cc2)cc1	13	-5	101	0	-2	5	94	2	-2
CC(C)CC(Nc1ncnc2scc(-c3ccccc3)c12)C(=O)O (stereo not drawn)	-7	4	101	4	3	2	100	1	-1
CC(=O)c1cccc(NC(=O)N2CCCC2C(=O)NCc2ccc(F)cc2)c1 (stereo not drawn)	21	-12	102	25	-7	2	104	6	5
COc1ccc(/C=C2\Oc3cc(OCC(=O)N4CC(O)C[C@H]4C(=O)O)ccc3C2=O)cc1OC (stereo partly drawn)	24	-12	98	27	2	2	100	1	-1
CCS(=O)(=O)c1ccc(S(=O)(=O)CC)s1	15	3	100	26	-1	0	97	8	-3
Cc1ccccc1NCc1nc2ccccc2n1C	9	13	104	2	-7	4	101	-4	2

A few values from the list:
`N/C(=N\OC(=O)C1CCCCC1)c1ccncc1` | IDE inh: 2
`COc1ccc(C)cc1S(=O)(=O)N1CCCC(C(=O)NCC2CCCO2)C1` (stereo not drawn) | PfM18AAP inh: 2
`COc1ccc(/C=C2\Oc3cc(OCC(=O)N4CC(O)C[C@H]4C(=O)O)ccc3C2=O)cc1OC` (stereo partly drawn) | MEKK2wt PB1 HTS: 100

Source: PubChem BioAssay (several laboratories)
